# Compound activity from PubChem BioAssay.
# TcdB GH inh = blocks C. difficile toxin B glycohydrolase activity | TcdB glycohydrolase enzymatic assay, plate reader | inhibition, % at 9.99 µM | actives 0.24% (n = 350,000) | AID 652162 | P18177; in the data active means inhibition above about 10%
# SARS 3CLpro inh = SARS-CoV 3CLpro protease inhibition; P0C6X7; recombinant SARS-CoV 3CLpro, quenched FRET peptide cleavage; inhibition, % at 6 µM; actives 0.14% (n = 290,000); AID 1706; in the data active means inhibition above about 12%
# BH1578 lux ind = induces V. cholerae light production without autoinducers; V. cholerae BH1578 lux reporter, luminescence, 6 h; activation, % at 18.7 µM; actives 0.16% (n = 350,000); AID 588436; in the data active means activation mostly above about 9.7%, no sharp cut-off; further: not every result past the cut was called active; inactives centre near 0; reference of the scale not given here
# Anthrax LF prot = anthrax lethal factor protease inhibition. multiplex microsphere protease cleavage assay, LF. P15917. inhibition, % at 10 µM. actives 0.12% (n = 360,000); further: plate controls were buffer without enzyme for full effect and enzyme alone for no effect
# Target sequence (P15917 whole entry, looked up): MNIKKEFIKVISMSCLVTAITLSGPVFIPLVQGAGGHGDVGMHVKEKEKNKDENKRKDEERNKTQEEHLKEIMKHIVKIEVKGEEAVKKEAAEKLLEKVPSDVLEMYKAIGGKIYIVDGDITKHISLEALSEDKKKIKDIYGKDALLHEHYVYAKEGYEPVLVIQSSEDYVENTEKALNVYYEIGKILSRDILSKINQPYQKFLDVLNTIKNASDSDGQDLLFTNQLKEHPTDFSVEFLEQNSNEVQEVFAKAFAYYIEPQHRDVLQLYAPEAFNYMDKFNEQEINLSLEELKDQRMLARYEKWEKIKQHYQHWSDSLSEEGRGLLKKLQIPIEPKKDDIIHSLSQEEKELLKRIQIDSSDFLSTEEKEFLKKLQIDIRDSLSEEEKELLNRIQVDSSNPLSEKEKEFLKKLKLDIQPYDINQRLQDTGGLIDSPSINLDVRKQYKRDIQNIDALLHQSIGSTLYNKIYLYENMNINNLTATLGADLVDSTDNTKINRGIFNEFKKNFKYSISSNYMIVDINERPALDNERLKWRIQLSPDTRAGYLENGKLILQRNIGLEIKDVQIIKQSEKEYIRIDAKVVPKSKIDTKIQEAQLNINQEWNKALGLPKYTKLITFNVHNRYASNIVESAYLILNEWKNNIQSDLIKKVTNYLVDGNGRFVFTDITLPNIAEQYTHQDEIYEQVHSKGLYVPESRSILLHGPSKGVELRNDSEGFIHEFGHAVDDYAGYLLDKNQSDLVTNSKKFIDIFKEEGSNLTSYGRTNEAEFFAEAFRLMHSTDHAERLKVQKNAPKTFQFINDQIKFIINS
# PfHsp40 yeast = restores yeast growth despite PfHsp40 toxicity; S. cerevisiae expressing PfHsp40, growth rescue, ATP luminescence; growth rescue, % at 12.5 µM; actives 0.68% (n = 340,000); AID 504582; in the data active means growth rescue above about 28%, passing the limit was not always enough;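 further: yeast W303a lacking pdr1 and pdr3 grown in galactose medium; growth measured after three days at 30 °C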
# BoNT A protease = BoNT A light chain protease inhibition. multiplex microsphere protease substrate cleavage, flow cytometry. actives 0.17% (n = 360,000). inhibition, % at 10 µM; further: plate controls were buffer without enzyme for full effect and enzyme alone for no effect
# CCHF vOTU inh = blocks the CCHF virus ovarian tumor domain protease. CCHFV vOTU protease, Pep-AMC fluorescence. inhibition, % at 11.5 µM. actives 0.55% (n = 370,000); in the data active means inhibition above about 30%; further: 0% = vehicle wells with enzyme and 100% = no enzyme wells
# Yp Topo-I inh = Y. pestis Topo-I inhibition via cleavage products. Y. pestis Topo-I cleavage product accumulation, plate reader. actives 0.064% (n = 360,000). activity, % at 10 µM. AID 504884; in the data active means activity above about 50%, passing the limit was not always enough; further: inactives centre near 2
# SSB-PriA inh = blocks PriA binding to SSB C-terminal tail. AlphaScreen SSBct-PriA binding, biotinylated peptide. inhibition, % at 33 µM. actives 0.6% (n = 430,000). AID 1272365; in the data active means inhibition mostly above about 37%, no sharp cut-off; inactive means mostly below about 20%;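 further: plate controls were negative control peptide for no effect and reference peptide for full effect; strong numbers were not always called active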
# VHR inh abs = DUSP3 (human) phosphatase inhibition. P51452. recombinant VHR phosphatase, pNPP absorbance. inhibition, % at 13.3 µM. actives 0.52% (n = 290,000); in the data active means inhibition above about 50%; further: some compounds called inactive have numbers as strong as hits
# Target sequence (P51452 whole entry, looked up): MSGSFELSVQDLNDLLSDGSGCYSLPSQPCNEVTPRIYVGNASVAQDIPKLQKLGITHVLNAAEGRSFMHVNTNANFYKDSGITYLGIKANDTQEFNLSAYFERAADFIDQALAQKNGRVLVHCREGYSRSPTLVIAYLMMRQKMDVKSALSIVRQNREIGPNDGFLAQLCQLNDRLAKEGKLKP
# Active calls of the source: *; i = inactive; . = not tested or not shown; & = joins results of further samples. Unless noted, no stated cut-off is given here; in the data, active means inhibition above about 30%; inconclusive means no clear call, values can overlap the other calls; inactive means below that. A portion of the library (hit frequency here may not be typical).
no.	canonical_smiles	TcdB GH inh	SARS 3CLpro inh	BH1578 lux ind	Anthrax LF prot	PfHsp40 yeast	BoNT A protease	CCHF vOTU inh	Yp Topo-I inh	SSB-PriA inh	VHR inh abs
1	CCN1CCN(C(=O)CCNC(=O)Cn2cnc3ccccc3c2=O)CC1	0.4	-5	-0.5	6	0.2	-1.0	-7	4	-6	26
2	C=CCN1C(=O)c2ccc(C(=O)N(CCOC)c3c(N)n(CCCC)c(=O)[nH]c3=O)cc2C1=O	1.5	.	5.0	1	-0.2	-0.1	8	-5	-16	.
3	COc1ccc(C(C)=O)cc1Cn1c(C)c(C(=O)NCCC#N)sc1=O	1.1	.	-1.0	-18	.	-0.8	-1	0	.	.
4	Cc1cc(C(F)F)n2nc(C(=O)Nc3sc4c(c3C#N)CCC(C)C4)nc2n1 (configuration not stated)	.	3	i	-4	-0.4	0.0	-9	-3	-2	30
5	CN(C)S(=O)(=O)c1cccc(NC(=O)CN2C(=O)NC(Cc3ccccc3)C2=O)c1 (configuration not stated)	0.6	.	1.9	0	-1.2	0.2	-5	0	6	.
6	CC1=C(C(=O)N(C(C)C)C(C)C)CC(CC(=O)NCC2CCCCC2)C(=O)N1Cc1ccc(C(C)(C)C)cc1 (configuration not stated)	-0.7	.	.	-1	.	0.4	38*	.	.	.
7	O=C1NC(=O)N(Cc2ccc(F)cc2)C(=O)/C1=C\c1ccc([N+](=O)[O-])s1	0.4	4	1.6	.	4.6	.	32*	-23	24	-8
8	Cc1cn([C@H]2C[C@H](O)[C@@H](CNC(=O)[C@H]3CCC(=O)N3)O2)c(=O)[nH]c1=O	0.5	.	-0.4	-1	.	-0.1	1	-2	.	.
9	O=C(Nc1cccc(Cl)c1)Nc1cc(S(=O)(=O)N2CCOCC2)ccc1N1CCCC1	-2.8	6	3.1	0	1.9	-0.2	-2	36	11	6
10	CCN=C(NCC)SC1CC(=O)N(c2ccc(OC)cc2)C1=O (configuration not stated)	1.3	0	i	-1	0.5	0.5	-20	5	-17	27
11	O=C(CSc1n[nH]c(=O)n1C1CC1)N1N=C(c2ccc(Cl)cc2)CC1c1ccco1 (configuration not stated)	2.9	4	0.3	-7	0.6	-0.1	-7	15	8	11
12	COc1ccc(CNC(=O)COC(=O)/C=C/c2cccs2)cc1	.	0	-0.2	-1	-1.1	-0.3	8	10	-5	-8
13	O=C1CC(c2c[nH]c3ccccc23)C(=O)N1 (configuration not stated)	.	-2	-0.3	7	0.5	-0.4	-6	-4	-12	-9
14	Cc1cc(NC(=O)COC(=O)C2CCN(S(=O)(=O)c3ccccc3)CC2)c([N+](=O)[O-])cc1C	-5.0	0	-12	0	0.4	0.0	3	-5	-9	-2
15	O=C(CCc1nc2ccccc2c(=O)[nH]1)Nc1cc(C(F)(F)F)ccc1N1CCOCC1	4.8	.	i	4	1.6	-1.3	-13	-3	-13	.
16	N#CC1=C2N=C(N)c3ccccc3N2C2=C(C(=O)CCC2)C1c1ccc(F)cc1 (configuration not stated)	1.3	3	i	3	-0.1	-0.8	7	0	3	20
17	CCCCCCNc1nc(NCc2ccco2)nc(OCC)n1	.	4	i	-4	2.2	-1.2	18	22	-4	15
18	CC1(C)Cc2c(sc(NC(=O)C(=O)N3CCOCC3)c2C#N)CO1	-6.3	-3	0.5	-1	-2.5	-0.1	-1	-6	-2	6
19	O=C(NCCCN1CCN(CCCNC(=O)c2cccc([N+](=O)[O-])c2)CC1)c1cccc([N+](=O)[O-])c1	1.4	1	i	-6	-0.4	0.4	-14	-9	-10	-4
20	NC(=S)Nc1nc2ccccc2s1	0.7	3	0.0	0	6.7	-1.1	1	2	1	-1
21	O=C(CN(Cc1ccc2c(c1)OCO2)C(=O)CNC(=O)c1ccco1)NC1CCCCC1	.	-2	-0.3	2	0.8	0.9	8	1	2	8
22	COc1cc(/C=N/NC(=O)c2ccc(-n3cccc3)cc2)ccc1O	.	1	-0.2	-2	0.3	-1.0	3	-8	.	-7
23	CC(C)(C)SCCNC(=O)Nc1ccccc1	-2.9	-4	-0.2	-1	-0.1	-0.7	7	-1	-2	-6
24	CC1=C(C(=O)N(C)C)CC(CC(=O)NC(c2ccccc2)c2ccccc2)C(=O)N1Cc1ccc(F)cc1 (configuration not stated)	-0.7	.	-0.4	-4	.	0.2	34*	16	.	.
25	NC(=O)c1nn(-c2ccccc2)c(=O)cc1O	.	2	-12	0	-1.4	-0.3	11	-3	-2	30
26	CC1(C)N=C(/C=N/O)CN1O	.	-2	i	1	-0.5	-0.1	0	1	.	10
27	CC(=O)Nc1cccc2c1OCCO2	.	1	-1.6	-4	0.9	-1.2	3	-1	-2	2
28	CC1(c2ccc(OC(F)F)cc2)NC(=O)N(/N=C/c2c(O)ccc3ccccc23)C1=O (configuration not stated)	0.1	-3	-0.4	-1	0.4	0.9	-11	-7	.	2
29	Cc1ccc(CNC(=O)c2ccc(CS(=O)(=O)c3ccccc3)o2)cc1	0.2	-4	-0.3	-1	-0.5	2.0	9	-10	-13	6
30	CC(Oc1ccc(S(=O)(=O)N2CCCC2)cc1[N+](=O)[O-])C(=O)N(C)c1ccccc1 (configuration not stated)	-0.9	.	i	0	2.8	6.8	-4	1	2	.

# Profiles from above:
# CC1(C)N=C(/C=N/O)CN1O is listed as TcdB GH inh = .; SARS 3CLpro inh = -2; BH1578 lux ind = i; Anthrax LF prot = 1; PfHsp40 yeast = -0.5; BoNT A protease = -0.1; CCHF vOTU inh = 0; Yp Topo-I inh = 1; SSB-PriA inh = .; VHR inh abs = 10
# CC(C)(C)SCCNC(=O)Nc1ccccc1 is listed as TcdB GH inh = -2.9; SARS 3CLpro inh = -4; BH1578 lux ind = -0.2; Anthrax LF prot = -1; PfHsp40 yeast = -0.1; BoNT A protease = -0.7; CCHF vOTU inh = 7; Yp Topo-I inh = -1; SSB-PriA inh = -2; VHR inh abs = -6

# Later entries:
no.	canonical_smiles	TcdB GH inh	SARS 3CLpro inh	BH1578 lux ind	Anthrax LF prot	PfHsp40 yeast	BoNT A protease	CCHF vOTU inh	Yp Topo-I inh	SSB-PriA inh	VHR inh abs
31	Cc1noc(C)c1NC(=O)Nc1cccc2c1O[C@@H](CN(C)Cc1ccc3c(c1)OCO3)[C@@H](C)CN([C@H](C)CO)C2=O	-5.2&1.4	.	i	6	0.7	0.1	-1	-9	6	.
32	CN(CC(=O)Nc1ccc(N2CCOCC2)cc1)C(=O)c1ccc(O)c(Cl)c1	-0.3	-2	i	-1	0.4	1.4	-7	3	-11	-4
33	COCCn1c(SCC(=O)Nc2cc(C)on2)nnc1C(C)C	1.0	3	-0.3	-2	0.3	0.5	2	-6	-7	22
34	COc1ccc(C(=O)/C=C/C(=O)N(CC(=O)NC2CCCCC2)Cc2ccc(F)cc2)c(O)c1	0.2	3	-0.2	0	0.5	0.5	1	5	-6	8
35	CC(C)(/C=N/O)/[N+]([O-])=C/c1ccccc1C(F)(F)F	.	-5	-1.1	.	-1.0	.	4	-2	.	10
36	O=C(O)/C=C\C(=O)Nc1cccc(C(=O)Nc2cccc(O)c2)c1	0.3	0	-0.4	10	-0.1	-1.3	4	3	-20	-3
37	C=CCNC(=O)C(C#N)c1nc2ccccc2nc1N1CCCCCC1 (configuration not stated)	.	-1	0.6	-2	-0.5	3.8	-23	32	-2	10
38	CC1(C)CC(=O)C=C(Nc2ccc(C(=O)O)c(O)c2)C1	0.5	-3	i	-10	0.4	-0.2	-23	4	-11	16
39	COc1ccccc1-c1ccc2nnc(SCC(=O)N3CCCC3)n2n1	0.1	.	-0.3	-1	-0.1	4.3	-5	4	-2	.
40	O=C(Nc1cnn(Cc2ccc(F)cc2)c1)c1cc(-c2ccco2)on1	1.0	1	i	-5	15	0.2	-3	4	-16	50

# 5 compounds already listed, ordered by SMILES length, low to high.
no.	canonical_smiles	TcdB GH inh	SARS 3CLpro inh	BH1578 lux ind	Anthrax LF prot	PfHsp40 yeast	BoNT A protease	CCHF vOTU inh	Yp Topo-I inh	SSB-PriA inh	VHR inh abs
38	CC1(C)CC(=O)C=C(Nc2ccc(C(=O)O)c(O)c2)C1	0.5	-3	i	-10	0.4	-0.2	-23	4	-11	16
35	CC(C)(/C=N/O)/[N+]([O-])=C/c1ccccc1C(F)(F)F	.	-5	-1.1	.	-1.0	.	4	-2	.	10
36	O=C(O)/C=C\C(=O)Nc1cccc(C(=O)Nc2cccc(O)c2)c1	0.3	0	-0.4	10	-0.1	-1.3	4	3	-20	-3
34	COc1ccc(C(=O)/C=C/C(=O)N(CC(=O)NC2CCCCC2)Cc2ccc(F)cc2)c(O)c1	0.2	3	-0.2	0	0.5	0.5	1	5	-6	8
31	Cc1noc(C)c1NC(=O)Nc1cccc2c1O[C@@H](CN(C)Cc1ccc3c(c1)OCO3)[C@@H](C)CN([C@H](C)CO)C2=O	-5.2&1.4	.	i	6	0.7	0.1	-1	-9	6	.

# Continuation.
no.	canonical_smiles	TcdB GH inh	SARS 3CLpro inh	BH1578 lux ind	Anthrax LF prot	PfHsp40 yeast	BoNT A protease	CCHF vOTU inh	Yp Topo-I inh	SSB-PriA inh	VHR inh abs
41	O=C(CN1C(=O)CCSc2ccccc21)N1CCC2(CC1)OCCO2	.	3	i	-1	-0.1	0.9	5	-4	-12	-2
42	O=C(COC(=O)Cc1ccsc1)Nc1cccc(Cl)c1	1.5	.	i	-1	-0.2	3.2	0	6	-18	.
43	O=C(Nc1ccccc1OC(=O)N1CCCCC1)N1CCCCC1	1.7	0	i	-1	-0.3	0.0	-5	3	2	-12
44	Cc1ccc(NC(=O)C2C(c3ccccc3)C2(Cl)Cl)c(C)c1 (configuration not stated)	.	2	i	1	0.3	0.3	-15	15	-9	2
45	C/C(=N\NC(=O)c1ccccc1)c1c(C)[nH]n(-c2ccccc2)c1=O	-16	-2	-0.3	0	3.8	1.6	11	-2	.	21
46	Cc1ccccc1NC(=O)Cc1cn(C)c2ccccc12	.	-5	i	2	2.1	0.5	-2	6	-8	-8
47	COc1ccccc1CN1CCSCC1	0.7	7	i	14	-0.5	12	6	6	4	6
48	Cc1cnc(C(=O)N(c2ccc(N3CCOCC3)cc2)C2C(=O)Nc3ccccc3N=C2c2ccc3c(c2)OCO3)cn1 (configuration not stated)	1.1	.	.	-1	.	-0.3	11	.	.	.
49	COCCNC(=O)C1CCCN(C(=O)c2cc(C)nn2C(C)(C)C)CC1 (configuration not stated)	-0.7	.	0.6	0	.	-0.3	-3	1	.	.
50	COc1cccc(NS(=O)(=O)c2ccc3c(c2)NC(=O)C(C)C(=O)N3)c1 (configuration not stated)	0.8	-3	-0.2	9	-0.5	-0.4	0	2	-3	9
51	Cc1cc(OCC(=O)c2ccc(F)cc2)ccc1N1C(=O)CCC1=O	.	0	-0.4	-4	-0.7	-0.4	9	2	4	6
52	Cc1ccc(CN2C(=O)N/C(=C/c3cc(C)n(-c4ccccn4)c3C)C2=O)cc1	0.6	7	-0.2	-2	-1.2	-0.2	-4	6	-3	-2
